# Screening data (PubChem BioAssay)
# p53 PUMA act: mutant p53 pathway re-activators, primary screen, cell-based, SW480, luciferase, single point, HTS. SW480 PUMA-promoter luciferase, p53 mutant reactivation. activation, % at 9.98 µM. hit rate 1.5% among 28,000; in the data active = activation above about 52%
# STK33 inh: STK33 kinase inhibitors, primary screen, biochemical, luminescence, ADP-Glo, MBP substrate. Serine/threonine-protein kinase 33 (Homo sapiens), Q9BYT3. inhibition, % at 12.5 µM. AID 2322, 2010. hit rate 0.44% among 27,000; in the data active = inhibition above about 20%
# Target sequence (Q9BYT3 whole entry, looked up): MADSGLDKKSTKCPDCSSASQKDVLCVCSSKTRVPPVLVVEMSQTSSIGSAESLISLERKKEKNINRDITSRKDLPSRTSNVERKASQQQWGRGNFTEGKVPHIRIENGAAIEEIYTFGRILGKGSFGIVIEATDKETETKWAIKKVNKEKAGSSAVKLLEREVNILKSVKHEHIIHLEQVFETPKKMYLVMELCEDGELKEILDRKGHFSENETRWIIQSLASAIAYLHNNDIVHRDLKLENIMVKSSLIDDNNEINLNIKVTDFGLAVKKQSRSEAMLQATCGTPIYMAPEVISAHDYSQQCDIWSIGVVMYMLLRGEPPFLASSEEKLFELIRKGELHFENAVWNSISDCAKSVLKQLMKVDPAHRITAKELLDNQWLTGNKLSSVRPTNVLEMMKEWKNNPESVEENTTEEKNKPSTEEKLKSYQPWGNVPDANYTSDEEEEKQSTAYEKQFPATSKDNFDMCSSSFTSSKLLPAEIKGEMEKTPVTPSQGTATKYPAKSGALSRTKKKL
# * hit, by the source's call; x = not tested or not shown. This is a subset; rates above refer to the full screens.
SMILES,p53 PUMA act,STK33 inh
NC(=O)NCC#Cc1ccc2c(c1)[C@]1(C(=O)N2)[C@H](c2ccccc2OCCO)N2[C@H](c3ccccc3)[C@H](c3ccccc3)OC(=O)[C@H]2[C@@H]1C(N)=O,x,14.0
CC1=C(C(=O)Nc2ccccc2C)C(c2ccccc2OCc2ccccc2)n2ncnc2N1 (configuration not stated),-12.1,0.5
C[C@@H]1CN([C@H](C)CO)C(=O)c2cccc(NS(=O)(=O)c3cn(C)cn3)c2O[C@H]1CN(C)Cc1ccccc1,7.9,x
C[C@@H]1CN([C@@H](C)CO)S(=O)(=O)c2ccc(-c3ccncc3)cc2O[C@@H]1CN(C)C(=O)Nc1ccc(C(F)(F)F)cc1,-24.1,x
Cc1noc(C)c1NC(=O)Nc1ccc2c(c1)C(=O)N([C@H](C)CO)C[C@H](C)[C@H](CN(C)Cc1ccccc1)OCCCC[C@H](C)O2,2.6,x
CC(C)NC(=O)N(C)C[C@@H]1OCCCC[C@@H](C)Oc2ccc(NS(C)(=O)=O)cc2C(=O)N([C@H](C)CO)C[C@@H]1C,2.1,0.7
C[C@H](CO)N1C[C@H](C)[C@@H](CN(C)CC2CC2)Oc2c(NC(=O)NC3CCCCC3)cccc2C1=O,1.4,x
CC1=C(C(=O)Nc2ccccc2)C(CC(C)C)n2nc(SCc3cccc(C)c3)nc2N1 (configuration not stated),6.3,x
O=C(CSc1n[nH]c(-c2ccncc2)n1)Nc1ccc(Br)cc1,-4.3,4.5
NC(=O)c1ccccc1O,x,-0.8
Cc1noc(C)c1NC(=O)Nc1ccc2c(c1)CC(=O)N([C@H](C)CO)C[C@@H](C)[C@@H](CN(C)S(=O)(=O)c1c(C)noc1C)O2,x,-6.5
Cc1c(CO)c2ccccc2n1Cc1ccccc1C#N,-53.8,3.6
O=C(Cn1cnc2sc(-c3ccccc3)cc2c1=O)Nc1cccc(C(F)(F)F)c1,-0.7,2.1
O=C(CSc1nnc(-c2ccccc2)n1-c1ccccc1)Nc1ccc(C(F)(F)F)cc1,19.4,1.4
COc1ccc(S(=O)(=O)Nc2ccc3c(c2)C(=O)N([C@@H](C)CO)C[C@@H](C)[C@H](CN(C)C(=O)Nc2ccc4c(c2)OCO4)O3)cc1,x,-1.9
C[C@@H]1CCCCO[C@H](CN(C)CC2CCCCC2)[C@@H](C)CN([C@H](C)CO)C(=O)c2cc(NC(=O)Nc3ccc(C(F)(F)F)cc3)ccc2O1,x,-0.1
C[C@@H]1CN([C@H](C)CO)C(=O)Cc2cc(NS(=O)(=O)c3cccs3)ccc2O[C@H]1CN(C)S(=O)(=O)c1cn(C)cn1,x,-1.1
C[C@H]1CN([C@@H](C)CO)C(=O)CCCn2nncc2CO[C@H]1CN(C)C(=O)Nc1ccc2c(c1)OCCO2,x,4.8
Cc1noc(C)c1NC(=O)Nc1ccc2c(c1)C(=O)N([C@@H](C)CO)C[C@H](C)[C@H](CN(C)S(=O)(=O)c1cccs1)OCCCC[C@H](C)O2,4.0,x
O=C(COc1ccc2oc3c(c2c1)CCCC3)Nc1cccnc1,6.7,-2.4
C[C@H](CO)N1C[C@H](C)[C@H](CN(C)Cc2ccncc2)Oc2ncc(C#Cc3ccc(F)cc3)cc2C1=O,x,-1.4
C[C@H](CO)N1C[C@H](C)[C@@H](CN(C)Cc2ccncc2)OCCCC[C@H](C)Oc2ccc(NS(C)(=O)=O)cc2C1=O,12.6,x
COC1(C2=NCCN2)COc2ccccc2O1 (configuration not stated),1.7,x
Cc1ccc(S(=O)(=O)NC(Cc2c[nH]c3ccccc23)C(=O)O)cc1 (configuration not stated),-4.6,-2.0
C[C@@H]1CN([C@@H](C)CO)C(=O)Cc2cc(NC(=O)C3CCCCC3)ccc2O[C@@H]1CN(C)S(=O)(=O)c1cn(C)cn1,x,2.0
C[C@H]1CN([C@@H](C)CO)C(=O)Cc2cc(NC(=O)CCC(F)(F)F)ccc2O[C@@H]1CN(C)Cc1ccc(C(=O)O)cc1,x,-1.9
Cc1ccc(S(=O)(=O)Nc2ccc3c(c2)C(=O)N([C@H](C)CO)C[C@H](C)[C@H](CN(C)C(=O)c2ccccc2)OCCCC[C@@H](C)O3)cc1,x,-0.4
CC(O)c1cc(-c2ccc(Cl)cc2Cl)no1 (configuration not stated),112.9*,x
COc1ccc(NC(=O)Nc2ccc3c(c2)C(=O)N([C@H](C)CO)C[C@@H](C)[C@@H](CN(C)Cc2ccc(C(F)(F)F)cc2)O3)cc1,x,0.6
Cc1cc(C)n2c(SCc3c(C)noc3C)nnc2n1,-6.1,2.7
CCC(=O)c1ccc(OCC(O)Cn2nc(C)c(Br)c2C)cc1 (configuration not stated),8.6,5.5
C[C@H]1CN([C@@H](C)CO)C(=O)Cc2cc(NS(=O)(=O)c3cn(C)cn3)ccc2O[C@H]1CN(C)C(=O)NC1CCCCC1,x,5.4
COc1ccc(S(=O)(=O)N(C)C[C@H]2Oc3ccc(NC(=O)C4CCCCC4)cc3CC(=O)N([C@@H](C)CO)C[C@@H]2C)cc1,x,0.1
O=C(Nc1ccccc1C(=O)N1CCOCC1)C1COc2ccccc2O1 (configuration not stated),3.4,0.4
Cc1ccc(S(=O)(=O)Nc2ccc3c(c2)CC(=O)N([C@@H](C)CO)C[C@@H](C)[C@@H](CN(C)S(=O)(=O)c2ccc(F)cc2)O3)cc1,x,-2.4
CNC[C@H]1Oc2c(NS(C)(=O)=O)cccc2C(=O)N([C@H](C)CO)C[C@@H]1C,10.9,x
COCCOC(=O)N1C(=O)[C@@]2(c3cc(C#CCNC(N)=O)ccc31)[C@H](C(=O)N1CCN(c3ncccn3)CC1)[C@H]1C(=O)O[C@H](c3ccccc3)[C@H](c3ccccc3)N1[C@@H]2c1ccccc1OCCO,x,7.8
CCc1ccccc1OCC(=O)Nc1ccc(C)cc1[N+](=O)[O-],46.4,-0.4
COC(=O)Cc1csc(Nc2c(C)n(C)n(-c3ccccc3)c2=O)n1,1.2,-4.2
O=C(C[C@@H]1C[C@@H]2c3cc(NC(=O)c4ccc5c(c4)OCO5)ccc3O[C@@H]2[C@@H](CO)O1)NC1CCCC1,2.4,x
CN(CCc1ccc(Cl)c(Cl)c1)CC(O)COc1ccc(NS(C)(=O)=O)cc1 (configuration not stated),x,5.7
O=C(NCCCN1CCCC1=O)c1cc(-c2cccnc2)nc2ccc(Cl)cc12,-7.4,4.4
C[C@H](CO)N1C[C@H](C)[C@H](CN(C)C(=O)NC2CCCCC2)Oc2ccc(NS(=O)(=O)c3ccccc3)cc2CC1=O,2.8,-3.6
C[C@@H]1CCCCO[C@@H](CN(C)C(=O)C2CCCCC2)[C@H](C)CN([C@H](C)CO)C(=O)c2cc(NC(=O)Nc3ccccc3)ccc2O1,-37.1,x
C[C@H](CO)N1C[C@H](C)[C@@H](CN(C)Cc2ccncc2)Oc2ccc(NC(=O)C3CC3)cc2C1=O,-2.7,x
CCn1c2ccccc2n2c(SCCC(=O)O)nnc12,1.9,-1.8
COc1ccc(C2OCC3(O)C(c4ccc(OC)c(OC)c4)OCC23)cc1OC (configuration not stated),x,-6.7
C[C@@H]1CN([C@@H](C)CO)C(=O)Cc2cc(NS(=O)(=O)c3ccccc3)ccc2O[C@@H]1CN(C)C(=O)Nc1ccc(F)cc1,x,-2.1
C[C@H]1CN([C@@H](C)CO)C(=O)Cc2cc(NC(=O)Cc3ccccc3)ccc2O[C@@H]1CN(C)S(C)(=O)=O,x,-0.8
COc1ccc(NC(=O)N(C)C[C@H]2OCCCC[C@@H](C)Oc3ccc(NS(=O)(=O)c4ccc(OC)cc4)cc3C(=O)N([C@H](C)CO)C[C@@H]2C)cc1,x,2.1

# Ordered by heavy-atom count (lowest first): some entries from above.
SMILES,p53 PUMA act,STK33 inh
CCn1c2ccccc2n2c(SCCC(=O)O)nnc12,1.9,-1.8
CCc1ccccc1OCC(=O)Nc1ccc(C)cc1[N+](=O)[O-],46.4,-0.4
COC(=O)Cc1csc(Nc2c(C)n(C)n(-c3ccccc3)c2=O)n1,1.2,-4.2
CN(CCc1ccc(Cl)c(Cl)c1)CC(O)COc1ccc(NS(C)(=O)=O)cc1 (configuration not stated),x,5.7
O=C(NCCCN1CCCC1=O)c1cc(-c2cccnc2)nc2ccc(Cl)cc12,-7.4,4.4
C[C@H](CO)N1C[C@H](C)[C@@H](CN(C)Cc2ccncc2)Oc2ccc(NC(=O)C3CC3)cc2C1=O,-2.7,x
O=C(C[C@@H]1C[C@@H]2c3cc(NC(=O)c4ccc5c(c4)OCO5)ccc3O[C@@H]2[C@@H](CO)O1)NC1CCCC1,2.4,x
C[C@H](CO)N1C[C@H](C)[C@H](CN(C)C(=O)NC2CCCCC2)Oc2ccc(NS(=O)(=O)c3ccccc3)cc2CC1=O,2.8,-3.6
C[C@@H]1CN([C@@H](C)CO)C(=O)Cc2cc(NS(=O)(=O)c3ccccc3)ccc2O[C@@H]1CN(C)C(=O)Nc1ccc(F)cc1,x,-2.1
COc1ccc(NC(=O)N(C)C[C@H]2OCCCC[C@@H](C)Oc3ccc(NS(=O)(=O)c4ccc(OC)cc4)cc3C(=O)N([C@H](C)CO)C[C@@H]2C)cc1,x,2.1

# More structures.
SMILES,p53 PUMA act,STK33 inh
C[C@H]1CN([C@@H](C)CO)C(=O)c2cc(NC(=O)Cc3cn(C)c4ccccc34)ccc2O[C@@H]1CN(C)Cc1ccc(Cl)c(Cl)c1,x,3.8
CC(C)NC(=O)N(C)C[C@@H]1Oc2ncc(C3=CCCCC3)cc2C(=O)N([C@H](C)CO)C[C@H]1C,14.6,x
C[C@@H]1CN([C@@H](C)CO)C(=O)Cc2cc(NC(=O)C3CCCCC3)ccc2O[C@@H]1CN(C)Cc1ccccc1,3.4,0.1
C[C@H]1CN([C@@H](C)CO)C(=O)c2cc(NC(=O)Nc3ccc(F)cc3)ccc2O[C@H]1CN(C)CC1CCCCC1,x,0.0
CS(=O)(=O)N(CC(=O)Nc1c(F)cccc1F)c1ccccc1,-5.9,1.6
NC(=O)CSc1nc2ccccc2n1CC(=O)N1CCCCC1,5.7,0.1
COc1ccc(S(=O)(=O)Nc2cccc3c2O[C@H](CN(C)Cc2ccc(C(=O)O)cc2)[C@@H](C)CN([C@@H](C)CO)C3=O)cc1,14.6,x
CCOC(=O)CCS(=O)(=O)c1nc(-c2ccccc2)cc(C(F)(F)F)n1,-87.3,1.0
C[C@@H]1CCCCO[C@@H](CN(C)C(=O)NC2CCCCC2)[C@@H](C)CN([C@H](C)CO)C(=O)c2cc(NC(=O)NC3CCCCC3)ccc2O1,x,-5.0
O=C(O)CCc1ccc(-c2cccs2)n1-c1cccc(C(F)(F)F)c1,13.9,-3.0
COc1ccc(C(=O)NCC(=O)Nc2ccc(C)c(Cl)c2)cc1,16.8,-0.1
COc1cc(NC(=O)CSc2ccccc2)c(C(=O)O)cc1OC,-4.4,7.0
C[C@H](CO)N1C[C@H](C)[C@@H](CN(C)C(=O)Cc2ccccc2)Oc2ncc(-c3cncnc3)cc2C1=O,12.1,x
CO[C@H]1O[C@H](CO)[C@@H](OC(=O)Nc2ccc3c(c2)OCO3)[C@H](OC(=O)Nc2ccccc2)[C@@H]1OC(=O)Nc1ccccc1,x,10.5
C[C@@H]1CN([C@H](C)CO)C(=O)c2cccc(NC(=O)Nc3ccc(C(F)(F)F)cc3)c2O[C@H]1CN(C)S(=O)(=O)c1cn(C)cn1,6.3,x
COCC#Cc1cnc2c(c1)C(=O)N([C@H](C)CO)C[C@H](C)[C@@H](CN(C)C(=O)CN1CCOCC1)O2,2.8,x
COc1ccc(OC)c(-c2cc(C(=O)NC(C)c3ccc(OC)c(OC)c3)c3ccccc3n2)c1 (configuration not stated),-7.6,4.8
C[C@H](CO)N1C[C@H](C)[C@H](CN(C)Cc2ccncc2)Oc2ccc(N(C)C)cc2C1=O,8.0,-1.5
COc1ccc(S(=O)(=O)N(C)C[C@@H]2Oc3c(NC(=O)c4ccncc4)cccc3C(=O)N([C@@H](C)CO)C[C@@H]2C)cc1,-6.0,x
C[C@@H]1CN([C@@H](C)CO)C(=O)c2cc(C#CC(C)(C)O)cnc2O[C@@H]1CN(C)Cc1cncnc1,8.5,x
CCS(=O)(=O)CCn1c([N+](=O)[O-])cnc1C,10.6,1.1
CC(C)=CCc1c(O)ccc2ccc(=O)oc12,x,4.6
COc1ccc(S(=O)(=O)Nc2ccc3c(c2)CC(=O)N([C@@H](C)CO)C[C@H](C)[C@H](CN(C)Cc2ccccc2)O3)cc1,x,0.8
C[C@H](CO)N1C[C@H](C)[C@@H](CN(C)C)Oc2c(NC(=O)Nc3ccc(C(F)(F)F)cc3)cccc2C1=O,48.8,x
Cc1c(C(=O)Nc2nnc(SC/C=C/c3ccccc3)s2)oc2ccccc12,54.0*,-2.1
C[C@H]1CN([C@@H](C)CO)C(=O)c2cccc(NC(=O)c3ccncc3)c2O[C@@H]1CN(C)Cc1ccc(C(=O)O)cc1,6.6,x
C/C=C/c1ccc2c(c1)O[C@@H](CN(C)CC1CCCC1)[C@H](C)CN([C@@H](C)CO)S2(=O)=O,-26.2,x
O=C(NC1CCN(C(=O)c2ccc(Cl)cc2Cl)CC1)c1ccccc1,x,-2.2
O=C(NCc1ccco1)c1cccc(NC(=O)c2ccco2)c1,-12.9,-0.1
Cc1ccc(N(CC(O)CN2C(=O)NC(C)(C)C2=O)S(=O)(=O)c2ccccc2)cc1 (configuration not stated),22.6,x
C[C@@H]1CN([C@@H](C)CO)C(=O)c2cc(NS(=O)(=O)c3cn(C)cn3)ccc2O[C@@H]1CN(C)Cc1ccc2c(c1)OCO2,x,1.2
Cc1cccc(OCC(=O)Nc2cc(-c3nc4cc(Cl)ccc4o3)ccc2C)c1,-5.1,0.5
C[C@@H]1CCCCO[C@@H](CN(C)S(=O)(=O)c2ccc(F)cc2)[C@@H](C)CN([C@H](C)CO)C(=O)c2cc(NC(=O)Nc3cccc4ccccc34)ccc2O1,x,7.2
O=C(CSc1nc2[nH]ncc2c(=O)n1-c1ccccc1)c1ccc2c(c1)OCCO2,3.1,-1.8
C[C@H](CO)N1C[C@H](C)[C@@H](CN(C)Cc2ccc3cccnc3c2)OCc2cn(nn2)CCCC1=O,3.2,-1.5
